USP1-UAF1 inh = inhibitors of human USP1/UAF1 deubiquitinase; recombinant USP1/UAF1, Ub-Rhodamine cleavage fluorescence; Potency, µM (series often up to 57.1 µM), for the others: at the top dose activity change, negative = inhibition, actives largely listed as inhibitors; 390,000 tested, 0.23% active; AID 743255; also: % is scaled to controls: 0 for no effect and ±100 for the full control effect; nearly all actives have a fitted effect of over 60% in size; inactives centre near -12
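1 nM enzyme complex + cpd, 15 min RT; start with Ub-Rho 150nM final; kinetic fluorescence ex 480/em 540, 6 reads q60 s. Buffer 50mM HEPES pH 7.8, 0.5mM EDTA, 0.1 mg/ml BSA, 1mM TCEP, 0.01% Tween-20.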
RGS4 inh = blocks human RGS4-accelerated GTP hydrolysis; P49798; Transcreener GDP fluorescence polarization, RGS4-accelerated GTP hydrolysis; Potency, µM (top dose mostly 114 µM), without a hit: at the top dose activity change, negative = inhibition, usual class: inhibitors; 390,000 tested, 0.039% active; also: % is scaled to controls: 0 for no effect and ±100 for the full control effect; nearly all actives have a fitted effect of over 75% in size; some results filed as inactive show a strong effect at the top dose
Target sequence (P49798 whole entry, looked up): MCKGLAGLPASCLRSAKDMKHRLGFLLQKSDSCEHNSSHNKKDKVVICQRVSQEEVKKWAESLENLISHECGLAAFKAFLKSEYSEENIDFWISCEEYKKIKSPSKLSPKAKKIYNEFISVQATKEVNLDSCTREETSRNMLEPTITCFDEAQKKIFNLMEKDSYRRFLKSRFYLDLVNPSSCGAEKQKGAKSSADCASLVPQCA
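MLSMR compounds (23 nl, pin-transferred) preincubated 10 min at room temperature with a 500nM (2x) first reagent, then RGS4 at 900nM (2x) plus Transcreener GDP mix added; fluorescence polarization (620/688 nm) read before and after 90 min at 30 °C.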
rTrxR1 inhibitor = rat TrxR1 inhibition; O89049; recombinant rTrxR1, NADPH fluorescence consumption, selenite substrate; Potency, µM (titrated, usually from 114 µM), for the others: at the highest dose activity change, negative = inhibition, most hits filed as inhibitors; 390,000 tested, 1% active; also: % is scaled to controls: 0 for no effect and ±100 for the full control effect; nearly all actives have a fitted effect of over 65% in size
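Rat TrxR1 (90 nM in the dispensed reagent) was pre-reduced with 400 uM NADPH for 5 min at room temperature, then incubated with compound for 15 min. After 400 uM selenite was added, NADPH fluorescence (Ex 340/Em 450 nm) was followed for 8 min.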
Vif-APOBEC3F blk = blocks the Vif interaction with APOBEC3F | HeLa A3F-eYFP + Vif (tagged APOBEC3F with the HIV-1 protein that degrades it), YFP fluorescence increase | Potency, µM (doses to about 46.1 µM), for the others: at the top dose activity, negative = active | 390,000 tested, 0.2% active | AID 602313; also: % of control where 0% means no effect; nearly all actives have a fitted effect of over 65% in size
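HeLa cells stably expressing Vif plus C-terminally eYFP-tagged A3F were seeded, incubated overnight at 37 deg C, dosed with compound, incubated overnight again at 37 deg C. Yellow fluorescence (Ex 488/Em 500-530) reported blocked Vif-mediated A3F-eYFP degradation.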
12-LOX inh = inhibitors of human 12S-lipoxygenase ALOX12; P18054; purified 12hLO, xylenol orange hydroperoxide absorbance; Potency, µM (titrated, usually from 108 µM), without a hit: at the top dose activity change, negative = inhibition, hits mostly inhibitors; 580,000 tested, 1.1% active; AID 1671190; also: % is scaled to controls: 0 for no effect and ±100 for the full control effect
Target sequence (P18054 whole entry, looked up): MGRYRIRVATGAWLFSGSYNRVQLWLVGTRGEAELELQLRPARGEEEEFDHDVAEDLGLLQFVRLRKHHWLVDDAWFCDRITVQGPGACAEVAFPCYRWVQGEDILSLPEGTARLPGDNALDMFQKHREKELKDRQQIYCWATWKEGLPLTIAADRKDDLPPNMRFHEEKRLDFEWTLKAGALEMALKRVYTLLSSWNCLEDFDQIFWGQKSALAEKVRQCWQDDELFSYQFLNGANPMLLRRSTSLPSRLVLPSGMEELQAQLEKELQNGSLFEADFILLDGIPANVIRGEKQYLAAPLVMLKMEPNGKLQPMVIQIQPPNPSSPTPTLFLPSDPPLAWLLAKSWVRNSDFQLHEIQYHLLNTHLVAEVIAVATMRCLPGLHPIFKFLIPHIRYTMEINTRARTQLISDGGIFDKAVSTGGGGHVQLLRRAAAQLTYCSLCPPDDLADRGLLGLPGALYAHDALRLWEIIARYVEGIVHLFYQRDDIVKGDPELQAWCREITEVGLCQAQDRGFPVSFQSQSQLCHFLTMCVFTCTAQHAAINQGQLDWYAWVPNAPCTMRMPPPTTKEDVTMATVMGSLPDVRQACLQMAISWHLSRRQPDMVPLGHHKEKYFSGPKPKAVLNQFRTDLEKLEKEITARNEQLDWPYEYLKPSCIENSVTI
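Purified human 12hLO at 150 nM in 25 mM Hepes, 0.01% Triton X-100, pH 7.0, preincubated 15 min at room temperature with compound. Reaction started with 40 uM arachidonic acid, 30 min at room temperature. Hydroperoxide measured by Fe-xylenol orange, 573/405 nm absorbance ratio.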
RXFP1 agonist = RXFP1 (human) receptor agonism; Q9HBX9; HEK293T-RXFP1 cAMP TR-FRET, 30 min; response scale: percent of porcine relaxin response, buffer zero; Potency, µM (top dose mostly 57.5 µM), without a hit: at the top dose activation, hits mostly activators; 370,000 tested, 0.3% active; AID 2676; also: % is scaled to controls: 0 for no effect and ±100 for the full control effect; nearly all actives have a fitted effect of over 60% in size; many of its hits are not listed in these tables
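HEK293T cells stably expressing RXFP1 were pretreated with the PDE4 inhibitor Ro 20174, exposed to compounds for 30 min at 37C, lysed, and cAMP was read by TR-FRET. Data normalized to buffer (basal) and 29 nM porcine relaxin (100%).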
TrxR1 substrate = substrates of rat thioredoxin reductase 1 | O89049 | purified TrxR1 substrate turnover, NADPH consumption readout | Potency, µM (doses to about 114 µM), without a hit: at the top dose activity change, negative = substrate turnover | 390,000 tested, 0.01% active; also: % is scaled to controls: 0 for no effect and ±100 for the full control effect; nearly all actives have a fitted effect of over 50% in size
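Rat TrxR1, dispensed at 90 nM, was prereduced with 400 uM NADPH (final) for 5 min at ~22 deg C, then incubated with compound 15 min before 400 uM selenite. A first-read NADPH fluorescence drop versus no-compound background flagged substrates.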
mIDH1 inhibitor = blocks human mutant IDH1 R132H enzyme. 390,000 tested, 0.093% active. IDH1-R132H enzyme, NADPH consumption, diaphorase/resazurin fluorescence. Potency, µM (titrated, usually from 76.6 µM), without a hit: at the highest dose activity change, negative = inhibition, actives largely listed as inhibitors; also: % is scaled to controls: 0 for no effect and ±100 for the full control effect; nearly all actives have a fitted effect of over 65% in size
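IDH1-R132H (0.5 ug/mL) preincubated 30 min with compound, then NADPH (0.016 mM) and alpha-KG (2 mM) added; 80 min at RT, pH 7.5. Remaining NADPH coupled via diaphorase/resazurin to fluorescence (540/590 nm); concentration-response curves normalized to no-enzyme control.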
Vif-APOBEC3G blk = blocks the Vif interaction with human APOBEC3G; Q9HC16; 410,000 tested, 0.076% active; AID 602310; Potency, µM (highest dose often 46.1 µM), for the others: at the highest dose activity, negative = active, actives largely listed as inhibitors; HeLa A3G-eYFP + Vif (tagged APOBEC3G with the HIV-1 protein that degrades it), YFP fluorescence, overnight;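 also: % is scaled to controls: 0 for no effect and ±100 for the full control effect; nearly all actives have a fitted effect of over 60% in size; hits raise eYFP signal because A3G escapes Vif-driven loss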
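Read-out is eYFP fluorescence (Ex 488/Em 500-530) from Vif-expressing HeLa A3G-eYFP cells; more signal means A3G escaped Vif-mediated degradation. Cells plated overnight, compound pinned in, incubated overnight at 37 deg C.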
* marks the source's active call; other numbers are inactive results; u = inconclusive; x = not tested or not shown; [ ] = another dose, or the depositor's remark. Calls follow the shape of the dose curve; as a rule, active = well fitted curve in the direction sought with a large enough effect; inconclusive = small, poorly fitted or top-dose-only effect, or another doubt; inactive = no such curve, though single readings can be large; an effect the other way counts as inactive or inconclusive. Potency is read from the fitted curve at half-maximal effect.

SMILES	USP1-UAF1 inh	RGS4 inh	rTrxR1 inhibitor	Vif-APOBEC3F blk	12-LOX inh	RXFP1 agonist	TrxR1 substrate	mIDH1 inhibitor	Vif-APOBEC3G blk
COC(=O)CCCCC1SCC(NC(=O)c2ccccc2)C1=O (stereo not given)	-15%	9%	13%	2%	-12%	0.9%	6%	7%	0%
Cc1ccc(N2C(=O)CS(=O)C(c3ccccc3)C2=O)cc1C (stereo not given)	-9%	u	u	u	22µM*	0.7%	-14%[57.1 µM]	6%	0%
CCn1c2ccc(F)cc2c2nc3ccccc3nc21	-5%	-27%	-8%	1%	-7%	11%	-3%	15%	5%
COc1ccccc1C(=O)NC(=O)COC(=O)CN1C(=O)NC2(CCCCC2C)C1=O (stereo not given)	-16%	18%	11%	-11%	-28%	0.1%	2%	4%	1%
COc1ccccc1C(=O)NC(=O)Nc1ccc(-c2cc(C(F)(F)F)nn2-c2ccccc2)cc1	-24%	-6%	14%[11.4 µM]	x	-4%	-1.4%	-7%	x	x
Cc1ccc(O)c(-c2cc(-c3ccccc3[N+](=O)[O-])[nH]n2)c1	-26%	-11%	11%	u	u	1.7%	1%	1%	u
O=C(Cc1ccsc1)Nc1ccc(S(=O)(=O)C(F)F)cc1	-18%	13%	19%	2%	10%	-0.2%	3%	3%	3%
CCOc1ccc(S(=O)(=O)N2CCC(C(=O)NCc3ccccn3)CC2)cc1Cl	-5%	-6%	-2%[57.1 µM]	-1%	-25%	-1.1%	-2%[57.1 µM]	0%	-6%
O=C(CCS(=O)(=O)c1ccccc1)Nc1ccc(N2CCN(Cc3ccccc3)CC2)cc1	-1%	-11%	-6%	5%	125%	2.0%	-13%	5%	1%
Cc1cc(CN2CCCCC2)oc1C(=O)O	-6%	1%	14%	-13%	-11%[57.4 µM]	-0.2%	-6%	1%	0%
COCCn1c(=O)[nH]c2cc(C(=O)N3CCN(c4ccc(OC)cc4)CC3)ccc2c1=O	-18%	14%	9%[57.1 µM]	-3%	-22%	-2.2%	-7%	1%	3%
NC(=O)Cc1ccc(OCc2nn[nH]n2)cc1	-9%	x	x	-7%	-11%	x	x	-3%	2%
Cc1ccc(OCC(=O)OCc2nc3scc(-c4ccccc4)c3c(=O)[nH]2)cc1C	-21%	4%	-10%	4%	-19%	2.3%	-7%	4%	2%
O=C(CCNS(=O)(=O)c1ccc2c(c1)CCC(=O)N2)NCc1cccnc1	-11%	2%	1%	2%	-7%	2.9%	-4%	-10%	2%
COc1ccc(C(=O)N2CCC(C(=O)Nc3ccc4c(c3)OCCO4)CC2)cc1	-17%	-30%	3%	3%	-6%	0.1%	0%	2%	3%
CSc1cccc(NC(N)=O)c1	-27%	31%	7%	14%	5%	-0.3%	4%	3%	-3%
CC(C)n1c(/N=C/c2c[nH]c3ccccc23)nc2ccccc21	-16%	11%	16%	0%	u	0.3%	-1%	3%	-9%
CCCNC(=O)Cn1nc(C(F)(F)F)cc1C	-9%	-6%	18%	0%	0%	0.0%	-3%	13%	2%
COc1cc(-c2n[nH]c(=S)n2-c2ccc(C)cc2)cc(OC)c1OC	-6%	-18%[11.4 µM]	u	-12%	u	-1.1%	6%	10%	-6%
CCNC(=O)N(C)C[C@H]1N[C@@](C)(C(=O)OC)[C@H]2C(=O)N(Cc3ccccc3)C(=O)[C@@H]12	-30%	-11%	23%	0%	-20%	x	2%	5%	7%
CCOc1ccc(NC(=O)CNC(=O)COc2ccccc2)cc1	-26%	5%	5%	2%	-1%	0.8%	4%	0%	1%
CCOC(=O)N1CCN(C(=O)C2CCC(=O)N(Cc3cccc(C(F)(F)F)c3)C2)CC1 (stereo not given)	-17%	15%	0%	2%	-8%	0.6%	10%	0%	1%
CC(C)COc1ccc(C(=O)Nc2ccc(NC(=O)c3ccco3)cc2)cc1	1%	-9%	19%	-11%	x	0.3%	5%	-6%	-4%
CCc1cc(C(=O)O)c(NC(=O)c2cc(OC)c(OC)c(OC)c2)s1	-18%	-7%	2%[57.1 µM]	8%	-9%	2.6%	-1%[57.1 µM]	-3%	-12%
COc1ccccc1NS(=O)(=O)c1cc(C(=O)N2CCN(C/C=C/c3ccccc3)CC2)ccc1C	-18%	-18%	-17%	9%	-18%	1.6%	-8%	9%	1%

Other results.
SMILES	USP1-UAF1 inh	RGS4 inh	rTrxR1 inhibitor	Vif-APOBEC3F blk	12-LOX inh	RXFP1 agonist	TrxR1 substrate	mIDH1 inhibitor	Vif-APOBEC3G blk
Nn1c(-c2cccc([N+](=O)[O-])c2)nc2ccccc2c1=O	-31%	9%	13%	-23%	-9%	5.6%	-5%	9%	1%
Cc1ccc(S(=O)(=O)Nc2cc3c(C(=O)OCc4ccccc4)c(C)oc3c3ccccc23)cc1	-23%	-5%	-18%	-2%	u	1.7%	-4%	-11%	-13%
CC(=O)C1=C(C)NC(SCC(N)=O)=C(C#N)C1c1ccco1 (stereo not given)	-15%	6%	-23%	12%	0%	2.9%	-13%	-6%	4%
COc1ccccc1C(=O)NNC(=O)C1CC=CCC1 (stereo not given)	-6%	28%	25%	8%	0%	-1.0%	3%	-6%	-1%
CCC1CCCCN1C(=O)CSc1nc(N)cc(=O)[nH]1 (stereo not given)	-6%	2%	21%[57.1 µM]	9%	-2%	1.4%	-11%	-10%	0%
O=C(Nc1nc2c(s1)CCCC2)c1nn(Cc2ccccc2)c(=O)c2ccccc12	-10%	-13%	-2%[57.1 µM]	-9%	u	4.0%	25%	-1%	4%
O=C(Cn1ncn2cccc2c1=O)NCc1cccc(Br)c1	-15%	5%	35%	-8%	-2%	-3.5%	18%	-6%	-4%
Cc1cccc(NC(=O)c2oc3ccccc3c2NC(=O)c2cc(=O)c3cc(Cl)ccc3o2)c1	-18%	26%	23%	-6%	u	-0.6%	1%	2%	-4%
Cc1ccc(S(=O)(=O)Nc2ccc(NC(=O)c3cccnc3)cc2)cc1	-12%	u	21%[57.1 µM]	7%	1%	2.0%	4%[57.1 µM]	1%	-7%
Cc1cc(=O)[nH]c2nnc(SCc3ccc(Cl)cc3Cl)n12	-18%	8%	0%[57.1 µM]	-2%	u	-0.5%	-1%[57.1 µM]	0%	10%
NC(=O)c1nc2c([nH]c1=O)CCCC2	-31%	x	x	-8%	u	x	x	11%	0%

Gathered by group, the entries above containing an aryl methoxy group (8)
SMILES	USP1-UAF1 inh	RGS4 inh	rTrxR1 inhibitor	Vif-APOBEC3F blk	12-LOX inh	RXFP1 agonist	TrxR1 substrate	mIDH1 inhibitor	Vif-APOBEC3G blk
COc1ccccc1C(=O)NC(=O)COC(=O)CN1C(=O)NC2(CCCCC2C)C1=O (stereo not given)	-16%	18%	11%	-11%	-28%	0.1%	2%	4%	1%
COc1ccccc1C(=O)NC(=O)Nc1ccc(-c2cc(C(F)(F)F)nn2-c2ccccc2)cc1	-24%	-6%	14%[11.4 µM]	x	-4%	-1.4%	-7%	x	x
COCCn1c(=O)[nH]c2cc(C(=O)N3CCN(c4ccc(OC)cc4)CC3)ccc2c1=O	-18%	14%	9%[57.1 µM]	-3%	-22%	-2.2%	-7%	1%	3%
COc1ccc(C(=O)N2CCC(C(=O)Nc3ccc4c(c3)OCCO4)CC2)cc1	-17%	-30%	3%	3%	-6%	0.1%	0%	2%	3%
COc1cc(-c2n[nH]c(=S)n2-c2ccc(C)cc2)cc(OC)c1OC	-6%	-18%[11.4 µM]	u	-12%	u	-1.1%	6%	10%	-6%
CCc1cc(C(=O)O)c(NC(=O)c2cc(OC)c(OC)c(OC)c2)s1	-18%	-7%	2%[57.1 µM]	8%	-9%	2.6%	-1%[57.1 µM]	-3%	-12%
COc1ccccc1NS(=O)(=O)c1cc(C(=O)N2CCN(C/C=C/c3ccccc3)CC2)ccc1C	-18%	-18%	-17%	9%	-18%	1.6%	-8%	9%	1%
COc1ccccc1C(=O)NNC(=O)C1CC=CCC1 (stereo not given)	-6%	28%	25%	8%	0%	-1.0%	3%	-6%	-1%

Source: PubChem

This is a subset (hit frequency here may not be typical).
